High-throughput results from PubChem BioAssay.
GALR2 antag = antagonists of human galanin receptor 2 (GALR2); O43603; GALR2-expressing cells, antagonist mode; inhibition, % at 4 µM; hit rate 0.39% among 140,000; in the data active means inhibition above about 27%;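 further: cells stimulated with galanin 1-16 at roughly its EC80; 0% = agonist challenge control and 100% = basal control without agonist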
Target sequence (O43603 whole entry, looked up): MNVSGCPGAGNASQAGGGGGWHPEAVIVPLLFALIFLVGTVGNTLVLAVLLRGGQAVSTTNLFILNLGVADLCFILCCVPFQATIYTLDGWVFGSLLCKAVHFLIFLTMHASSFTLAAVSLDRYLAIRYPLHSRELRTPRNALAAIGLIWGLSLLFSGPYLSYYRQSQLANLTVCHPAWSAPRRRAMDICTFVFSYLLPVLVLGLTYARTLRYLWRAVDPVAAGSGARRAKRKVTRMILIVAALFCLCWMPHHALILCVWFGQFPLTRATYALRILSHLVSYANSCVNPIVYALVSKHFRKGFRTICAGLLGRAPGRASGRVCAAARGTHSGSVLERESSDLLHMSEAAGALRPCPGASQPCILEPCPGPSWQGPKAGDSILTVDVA
E-sel TNF inh = blocks E-selectin expression induced by TNF alpha; HUVEC TNFa-induced E-selectin immunofluorescence, high content; inhibition, % at 2 µM; hit rate 0.71% among 120,000; AID 1246;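 active means inhibition above the batch mean plus 3 SD, and confirmed as a hit on visual image review, cut at about 43% in these data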;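 further: 0% = TNF-stimulated DMSO wells and 100% = unstimulated control wells; not every result past the cut was called active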
Measles CPE = protection of cells from measles virus; Measles virus-infected cells, CPE protection, absorbance; protection (pct of control), % at 4 µM; hit rate 1.5% among 140,000; in the data active means protection mostly above about 24%, no sharp cut-off; inactive means mostly below about 26%; further: some compounds called inactive have numbers as strong as hits
MRP-1 activ = activates MRP-1; hit rate 0.61% among 140,000; H69AR cells + doxorubicin, viability rescue, CellTiter-Glo; viability increase, % at 10 µM;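 active means viability gain under doxorubicin at or above a set limit, the compound median plus 3 SD, cut at about 4.7% in these data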;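 further: MRP-1 overexpressing cells given doxorubicin 25 µM after compound pretreatment; 18-22 h compound pretreatment then 72 h with doxorubicin before readout; 0% = doxorubicin-only wells and 100% = vehicle-treated cells without doxorubicin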
Yeast life ext = yeast lifespan extension; AID 775; inhibition of the nicotinamide effect, % at 10 µM; S. cerevisiae growth with nicotinamide, OD615; deaD strain in restrictive glucose medium; hit rate 0.68% among 130,000;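 active means inhibition above a set limit, placed 3 SD over the median of all compounds, cut at about 26% in these data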;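 further: 0% = nicotinamide-treated wells and 100% = cells grown without nicotinamide; some compounds called inactive have numbers as strong as hits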
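Material: Modified budding yeast, DeaD strain | Medium: Restrictive glucose medium | Probe or stimulus: 1.5 mM nicotinamide | Dosing: Single dose 10 µM compound, 0.25% DMSO | Times: 48 h at 30 °C | Technique: OD615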
Phagocytosis inh = macrophage phagocytosis inhibition; J774A.1 macrophage IgG-bead phagocytosis, imaging; inhibition, % at 5 µM; hit rate 0.07% among 110,000; AID 1029;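 active means inhibition above the mean of the plate negative controls plus 5 SD, cut at about 13% in these data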;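 further: phagocytic index as fraction of beads internalized from green versus red external bead signal; plate controls were DMSO negative control for no effect and cytochalasin-D positive control for full effect; some results beyond the cut were filed as inactive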
HCT116 bCat-KO = beta-catenin-lacking colon tumor cell growth suppression | viability, % at 10 µM | hit rate 1.5% among 140,000 | HCT116 beta-catenin knockout viability, CellTiter-Glo, 60 h; stronger effect = lower value | AID 818;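 active means viability at or under a set limit, the compound median less 4 SD, cut at about 6% in these data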;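 further: 0% = Hyamine 1622 control at 20 µM and 100% = untreated cell control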
PTEN del growth = PTEN-deleted cell growth suppression | HCT116 PTEN-null viability, CellTiter-Glo, 60 h; stronger effect = lower value | viability, % at 10 µM | hit rate 1.2% among 140,000 | AID 827;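 active means viability at or below a set limit, 4 SD under the median of all tested compounds, cut at about 3.7% in these data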;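 further: PTEN knockout HCT116 line with beta catenin targeted HCT116 as companion control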
NPY-Y2 antag = blocks the human neuropeptide Y Y2 receptor; P49146; NPY-Y2 expressing cells, antagonist mode; inhibition, % at 2.7 µM; hit rate 0.99% among 140,000; in the data active means inhibition above about 17%;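 further: 0% = vehicle with agonist challenge and 100% = reference antagonist with challenge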
Target sequence (P49146 whole entry, looked up): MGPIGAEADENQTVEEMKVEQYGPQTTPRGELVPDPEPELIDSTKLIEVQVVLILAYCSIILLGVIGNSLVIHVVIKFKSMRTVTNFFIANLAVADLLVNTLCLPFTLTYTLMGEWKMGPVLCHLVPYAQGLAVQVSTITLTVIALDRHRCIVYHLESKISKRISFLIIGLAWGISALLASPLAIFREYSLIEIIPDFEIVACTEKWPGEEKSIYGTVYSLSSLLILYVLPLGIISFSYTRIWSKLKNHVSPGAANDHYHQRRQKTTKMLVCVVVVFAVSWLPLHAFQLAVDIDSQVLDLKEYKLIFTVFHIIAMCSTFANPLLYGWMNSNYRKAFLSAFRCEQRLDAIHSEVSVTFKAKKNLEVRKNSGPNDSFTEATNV
BB579 growth dn = yeast BB579 growth reduction in restrictive medium | S. cerevisiae BB579 growth, OD615, 48 h | inhibition, % at 10 µM | hit rate 0.51% among 140,000;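 active means inhibition above a set limit, 3 SD over the mean compound inhibition, cut at about 44% in these data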; further: inactives centre near -24
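Test system: Saccharomyces cerevisiae DeaD strain BB579, replicative lifespan model yeast | Buffer or medium: Restrictive CSMM-D medium | Doses: One dose, 10 µM compound with 0.25% DMSO | Incubation: 48 h exposure, 30 °C | Detection: Culture absorbance at 615 nm | Control set: Amphotericin B at 10 µg/mL as positive control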
Numbers without * were called inactive; . = no result given. Not a hit list. About 6.1% of those tested had a hit in this group.

entry	Structure	GALR2 antag	E-sel TNF inh	Measles CPE	MRP-1 activ	Yeast life ext	Phagocytosis inh	HCT116 bCat-KO	PTEN del growth	NPY-Y2 antag	BB579 growth dn
1	O=C(c1ccc(Cl)c(S(=O)(=O)Nc2ccc(F)cc2)c1)N1CCN(c2ccccn2)CC1	-2	.	2	-2.1	-3	.	80	88	2	-30
2	O=C(O)/C=C1\NC(=O)c2ccccc21	-6	.	16	-0.2	-10	.	99	116	3	3
3	Cc1oc(C(=O)Nc2ccc(C(=O)O)cc2)cc1COc1ccccc1	-5	-17	10	7.2*	-11	0	97	96	-1	-11
4	Cc1cccc(-n2c(C)nc3cc(C(=O)NCc4ccc5c(c4)OCO5)ccc32)c1	0	0	14	1.6	-2	3	100	98	12	-15
5	Cc1cc(C)nc(Nc2ncc(O)n2-c2ccc(C)c(Cl)c2)n1	16	-4	3	-1.9	-6	0	103	105	5	-22
6	COc1ccc(CCN2C(=O)C3C4CC(C5C(C(=O)NN)=NOC45)C3C2=O)cc1OC (centres undefined)	-4	3	16	-1.3	-5	-1	101	97	0	-28
7	Cc1occc1C(=O)Nc1ccc2c(c1)OCO2	-1	-4	10	2.0	-7	-1	92	90	2	-30
8	COCCNC(=O)C1CCC(Cn2c(=S)[nH]c3ccccc3c2=O)CC1 (centres undefined)	-8	-2	7	-2.6	-6	-3	91	93	6	-23
9	S=c1[nH]nc(-c2cccnc2)o1	13	9	18	-1.9	2	-1	97	105	0	-35
10	O=C(OCC(=O)N1CCN(c2ccccc2)CC1)c1ccccn1	-16	.	6	-0.1	-8	0	92	101	1	4
11	OC(CNCCC1C=Nc2ccccc21)Cn1c2ccc(Cl)cc2c2cc(Cl)ccc21 (centres undefined)	2	-17	0	-5.0	-12	1	1.2*	1.5*	-1	99*
12	CC(=O)c1cccc(NC(=O)N2CCCC2C(=O)Nc2c(C)cccc2C)c1 (centres undefined)	4	.	6	-1.0	-1	0	97	95	9	2
13	O=C(c1ccccc1)N1CCN(Cc2c[nH]c3ccccc23)CC1	3	4	8	-3.1	0	0	87	94	1	-22
14	CNC(=S)N(CCc1cccc(C)c1)Cc1cc2cc(OC)c(OC)cc2[nH]c1=O	2	.	23	-2.7	-6	-1	87	77	7	-7
15	C=CCn1c(CCCNC(=O)C(C)(C)C)nc2ccccc21	6	14	3	-0.4	-4	0	82	87	-1	40
16	Cc1ccc(C)c(NS(=O)(=O)c2cc(Br)cnc2N)c1	6	.	6	0.9	-5	0	99	91	3	-10
17	CCOc1ccc(CCNC(=O)c2cc3sc(Cl)cc3n2C)cc1OCC	-6	9	16	-1.4	16	.	75	72	5	-43
18	O=C(Nc1ccccc1)N1CCSCC1	1	-13	.	0.1	-9	-2	98	96	2	-80
19	Cc1ccc(Sc2nc(C)cc(C)c2S(C)(=O)=O)cc1	-11	28	1	-1.1	-4	.	76	88	3	-13
20	O=C(CN1CCN(c2ccccc2O)CC1)NC(c1ccccc1)c1ccccc1	-3	-6	6	-2.6	-4	-5	82	77	1	-17
21	NC(=O)c1ccsc1NC(=O)COC(=O)Cc1cccc2ccccc12	20	3	14	0.0	-15	-1	75	80	4	-23
22	Cc1cccc(OCC(=O)NNC(=O)C2CCCCC2C(=O)O)c1 (centres undefined)	6	8	18	0.3	6	-6	102	101	2	-45
23	Cc1ccc(CNC(=O)c2cn(C3CCCC3)c(=O)c3c2c2ccccc2n3C)o1	-5	0	29	0.1	-19	1	60	61	5	5
24	CCOC(=O)c1c(C)n(C)c2ccc(OCC(O)CN3CCC(C)CC3)cc12 (centres undefined)	12	.	14	-6.0	-4	0	58	67	3	-12
25	COc1cc(OC)c(Cl)cc1N	9	-66	12	-0.6	5	2	95	98	0	-45
26	CCOC(=O)c1nn(C23CC4CC(CC(C4)C2)C3)c2c1C(=O)N(c1ccc(C)cc1)C2=O	-3	-24	6	-3.0	-5	0	116	92	-1	-16
27	Cc1ccc(Nc2c([N+](=O)[O-])c(=O)n(C)c3ccccc23)cc1C	-10	0	12	-1.6	-1	0	83	89	1	-64
28	CC1CN/C(=C\C(=O)c2ccc(Cl)cc2)C(=O)N1 (centres undefined)	3	-1	10	0.9	.	.	85	102	-3	-2
29	CC(=O)c1cccc(NC(=O)C2CCN(S(=O)(=O)c3cccs3)CC2)c1	-2	26	13	-1.4	-6	5	96	95	1	13
30	CC(=O)Nc1ccc(NC(=O)/C(Cl)=C/c2ccccc2)cc1	2	-16	8	-3.4	-22	2	61	57	0	-26
31	CCCCN1C(=O)/C(=C(/C#N)C(N)=O)c2ccccc21	4	.	14	-4.9	11	-4	88	73	1	-31
32	O=C(c1ccc(N2CCNCC2)cc1)c1cccnc1	-8	10	14	-1.1	-14	1	86	94	1	1
33	S=C(N/N=C/c1ccccc1)N1CCOCC1	8	.	3	0.2	9	0	81	80	1	10
34	CO/N=C/c1ccc(N2CCN(C(=O)c3ccc(C)cc3)CC2)c([N+](=O)[O-])c1	4	12	17	0.0	-8	.	82	78	1	-22
35	O=C(CC(c1ccccc1)c1ccccc1O)NCCN1CCOCC1 (centres undefined)	12	15	50	-0.8	-7	-2	94	103	2	-28
36	Cc1ccnc(SCc2cc(=O)c(OC(=O)c3cc([N+](=O)[O-])ccc3Cl)co2)n1	5	.	24	-0.8	25	-3	89	96	3	-26
37	Cc1ccc2nc(NC(=O)c3ccc(S(=O)(=O)N4CCCc5ccccc54)cc3)sc2c1	12	-19	11	-5.2	-1	-5	57	60	0	-32
38	O=C(CSc1nccc(=O)[nH]1)Nc1ccc(S(=O)(=O)N2CCOCC2)cc1	1	-12	3	-3.2	.	.	81	92	1	-30
39	CC(NC(=O)C1(C)CC1(Br)Br)C(C)(C)C (centres undefined)	3	-1	13	-0.4	-1	.	105	101	-3	-7
40	CCCC(=O)NC(NC(=S)Nc1ccc(S(N)(=O)=O)cc1)C(Cl)(Cl)Cl (centres undefined)	-2	.	14	2.6	-2	-9	93	100	0	-3
41	CCN(CC)S(=O)(=O)c1cc(NC(=O)Cn2cnc3ccccc3c2=O)ccc1C	-1	-15	22	-1.9	-9	2	60	72	-4	-7
42	CCN(CC)CCOC(=O)C1c2ccccc2Oc2ccccc21	5	-2	32	-1.5	5	0	92	93	2	-35
43	COCCCNC(=O)c1c(F)c(F)c(F)c(F)c1F	8	.	5	-0.5	-3	-1	102	105	0	-65
44	CCN(CC)c1ccc(C(=O)OCC(=O)Nc2cccc(S(=O)(=O)NC3=NCCCCC3)c2)cc1	-12	-20	14	-1.5	1	0	101	97	-1	-26
45	COc1ccc(CC(=O)Nc2ccc(OC)c(NC(=O)c3ccco3)c2)cc1	-1	-18	7	0.8	-15	-1	108	107	-4	-44
46	O=C(Nc1ccccc1N1CCN(c2ccc(F)cc2)CC1)C1CCCCC1	1	21	5	-0.1	-10	-2	70	65	6	-6
47	c1ccc(CSc2nnc(-c3cccs3)o2)cc1	3	2	-1	-1.3	-29	-1	86	84	-1	-1
48	CCOC(=O)CCP(=O)(O)C(O)(c1ccccc1)c1ccccc1	-7	8	36	-0.3	-3	0	114	101	6	-15
49	CC(=O)N(CN1C(=O)C2CC=CCC2C1=O)c1cccc(Cl)c1 (centres undefined)	-5	-19	8	-2.6	-4	-1	99	99	1	-32
50	COC(=O)c1cn(NC(=O)C2CCCCC2)c(=O)c2ccccc12	14	-32	5	-0.1	2	-1	95	96	6	-12
51	CC1NC(=O)NC1CCCCCC(=O)NCCc1ccccc1 (centres undefined)	-16	24	.	-0.5	-17	0	95	95	1	-25
52	N#Cc1nc(COc2ccccc2Cl)oc1N1CCCCCC1	-3	.	9	-1.5	-1	.	92	82	12	-16
53	O=C(COc1ccc2ccccc2c1)N1c2ccccc2Sc2ccccc21	-6	-36	19	-1.1	-5	0	72	77	1	-55
54	COc1ccc(-c2nn(-c3ccccc3)cc2C(=O)NCCCn2ccnc2)cc1	3	.	5	-3.0	2	-1	94	95	0	-28
55	Cc1nc(C)c(-c2csc(NCc3ccco3)n2)s1	6	.	4	-2.6	-13	-1	83	81	2	-19
56	CCc1cccc(NC(=O)c2ccc(Cn3nc(C)cc3C)o2)c1	8	.	17	-1.2	-6	-7	89	89	2	-30

New compounds follow.
entry	Structure	GALR2 antag	E-sel TNF inh	Measles CPE	MRP-1 activ	Yeast life ext	Phagocytosis inh	HCT116 bCat-KO	PTEN del growth	NPY-Y2 antag	BB579 growth dn
57	O=C(NCc1ccccc1)C(c1cccs1)N(C(=O)c1csnn1)C1CC1 (centres undefined)	4	-15	10	-2.5	-1	0	89	99	1	-17
58	Cc1ccc2c(c1)cc(CN(Cc1ccco1)S(=O)(=O)c1ccccc1)c1nnnn12	-6	-33	8	-0.7	-8	0	104	104	0	-78
59	CCOC(=O)c1c(C)c(C(=O)NC2CCCCCC2)c(C)n1C	2	-5	2	-1.8	0	-1	96	96	4	-40
60	CC(C)(NO)/C(=N/O)c1cccs1	10	5	1	-0.8	-2	.	106	112	0	-44
61	CC(=C/c1ccccc1)/C=N/NC(=O)c1cc(C)oc1C	10	.	8	1.3	-3	-9	86	77	-9	-5
62	S=c1[nH]c2cc(Cl)ccc2s1	12	-9	7	-4.1	9	.	84	86	5	26
63	COc1ccccc1N1CCN(/N=C/c2c(C)nn(-c3ccccc3)c2C)CC1	10	-9	2	-1.2	-4	-1	94	94	8	-23
64	O=C(CCn1cnc2ccccc2c1=O)Nc1ccc(S(=O)(=O)N2CCCCC2)cc1	11	-6	17	-1.3	9	-3	87	94	0	-17
65	Cc1cc2ncc(C(=O)Nc3ccccc3)c(C)n2n1	6	-26	2	1.3	-5	-1	107	118	-1	-25
66	CCOC(=O)C(CCCOc1ccccc1C)C(=O)OCC	0	-35	5	-0.2	-11	7	93	93	10	-43
67	CC1CCC(C(C)C)C(OC(=O)C2=C3c4ccccc4S(=O)(=O)N3CC2)C1 (centres undefined)	7	-1	11	-0.2	.	.	80	79	2	-29
68	COCCn1c(Cc2ccccc2)nnc1SCC(=O)N(C)C	2	11	14	-0.6	6	0	109	111	1	-50
69	Cc1nc2ccccc2cc1C(=O)O	-18	14	6	-3.1	0	.	99	98	8	-19
70	O=C(Cc1cccs1)Nc1nnc(SCC(=O)NC2CCCCC2)s1	16	-9	4	1.8	-3	0	92	101	3	-30
71	Cc1cccc(OCc2nc(-c3ccccn3)n[nH]2)c1	-6	13	1	-0.6	-8	-1	25	36	4	-35
72	CCCCCCn1c(SCC(=O)c2ccccc2)nc2c1c(=O)[nH]c(=O)n2C	5	.	4	-4.4	-2	2	40	62	1	-26
73	COc1cccc(NC(=O)C2CCCN2C(=O)Nc2cccc(F)c2)c1 (centres undefined)	-5	-26	6	-3.0	-4	.	79	85	-1	-3
74	COc1ccccc1N1CCN(c2cc(C)nc3nc(C)nn23)CC1	3	18	21	-3.0	-1	.	87	92	7	-41
